High-throughput results from PubChem.
FBW7 activator – human FBW7 E3 ligase activation, primary screen; AID 1259310; AlphaScreen FBW7–phospho-cyclin E peptide binding, activator screen; Q969H0; 650,000 compounds, 0.13% hits; normalized activity (activation), % at 26.1 µM; in the data active = normalized activity above about 1.9%;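 also: purified mutant Fbw7 with reduced substrate affinity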
MITF inh – human MITF inhibition, primary screen; AlphaScreen MITF homodimerization, bead proximity signal; inhibition, % at 2.6 µM; 650,000 compounds, 0.91% hits; AID 1259374; in the data active = inhibition above about 50%;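 also: 0% = vehicle wells with protein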
Target sequence (O75030 whole entry, looked up): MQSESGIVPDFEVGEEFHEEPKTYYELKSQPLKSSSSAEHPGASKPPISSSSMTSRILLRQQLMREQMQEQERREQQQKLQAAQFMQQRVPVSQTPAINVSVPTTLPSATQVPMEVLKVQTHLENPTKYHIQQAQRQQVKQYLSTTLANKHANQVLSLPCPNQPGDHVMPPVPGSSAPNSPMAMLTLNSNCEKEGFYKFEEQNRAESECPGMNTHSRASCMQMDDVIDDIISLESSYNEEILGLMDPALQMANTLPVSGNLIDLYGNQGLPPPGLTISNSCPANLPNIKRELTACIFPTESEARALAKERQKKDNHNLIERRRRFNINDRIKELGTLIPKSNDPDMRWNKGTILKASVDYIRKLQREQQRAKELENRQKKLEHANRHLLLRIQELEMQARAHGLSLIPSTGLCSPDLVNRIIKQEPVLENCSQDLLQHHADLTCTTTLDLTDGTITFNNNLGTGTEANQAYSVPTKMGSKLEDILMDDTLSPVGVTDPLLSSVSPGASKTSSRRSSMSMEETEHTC
GPR151 activ – activators of human GPR151; AID 1508602; activation, % at 11.2 µM; PathHunter beta-arrestin GPR151 cells, luminescence; 650,000 compounds, 1% hits; in the data active = activation above about 4.9%;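 also: 0% = median of compound wells and 100% = cells with positive control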
Target sequence (Q8TDV0 whole entry, looked up): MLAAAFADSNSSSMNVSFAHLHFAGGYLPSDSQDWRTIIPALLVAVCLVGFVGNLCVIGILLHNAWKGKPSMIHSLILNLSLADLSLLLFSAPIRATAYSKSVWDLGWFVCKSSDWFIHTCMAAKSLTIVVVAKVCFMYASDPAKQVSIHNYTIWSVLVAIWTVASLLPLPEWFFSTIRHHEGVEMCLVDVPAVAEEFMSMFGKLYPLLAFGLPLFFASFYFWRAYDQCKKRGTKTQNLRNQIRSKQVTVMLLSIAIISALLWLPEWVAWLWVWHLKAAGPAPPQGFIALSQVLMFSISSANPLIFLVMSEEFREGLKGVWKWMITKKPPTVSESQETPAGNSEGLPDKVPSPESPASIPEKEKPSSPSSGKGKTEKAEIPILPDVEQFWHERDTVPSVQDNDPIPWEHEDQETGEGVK
TEAD-YAP block – TEAD-YAP interaction inhibition; HEK-TIYL cells, TEAD-Gal4/YAP UAS-luciferase luminescence; inhibition, % at 9.12 µM; 640,000 compounds, 1.4% hits; AID 1259422; in the data active = inhibition above about 32%;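 also: 0% = median of test compound wells and 100% = reference inhibitor wells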
The depositor's hits bear a star. The order is random; about 3.5% have a hit in one of these screens.

item	SMILES	FBW7 activator	MITF inh	GPR151 activ	TEAD-YAP block
1	Cn1/c(=N/N=C2\CCCCC2=O)sc2ccccc21	0.0	-14	1.2	-35
2	COc1cnc(-c2ccccc2)nc1Oc1ccc(F)cc1	-0.2	2	3.0	-6
3	O=C(Nc1ccccc1-c1ccccc1NC(=O)c1ccc(F)cc1)c1ccc(F)cc1	-0.2	-3	-0.5	-2
4	CC1=C(C(=O)OCCOc2ccccc2)C(c2ccc(N(C)C)cc2)NC(=S)N1 (stereo unspecified)	0.0	1	1.0	-2
5	CC1(C)Oc2ccc(C(=O)NC3CC3)cc2N(Cc2ccccc2Cl)C1=O	0.1	21	0.5	9
6	Cc1ccc(NC(=O)Nc2ccccc2N2CCNC(=O)C2)cc1C	0.1	6	1.9	-6
7	COc1ccc(-c2nc3ncnc(Nc4ccc(Oc5ccccc5)cc4)c3[nH]2)cn1	0.1	-11	-0.6	16
8	Nc1ncnc2c1sc1nc3c(cc12)CCCC3	-0.6	-5	-2.5	-11
9	Cc1ccc(Cl)cc1NC(=O)C1c2ccccc2Oc2ccccc21	0.2	1	3.7	-6
10	COCCNC(=O)CS(=O)Cc1nc(-c2cccc(OC)c2)oc1C (stereo unspecified)	-0.1	-1	0.2	3
11	O=C(CCc1nnc(CCCCc2ccccc2)o1)NCCN1CCCCC1=O	0.2	10	-0.1	2
12	O=C(c1ccccc1NS(=O)(=O)c1cccc2nsnc12)N1CCOCC1	0.0	8	0.8	7

Quoted from the listing:
compound 5 @ GPR151 activ = 0.5
compound 9 @ FBW7 activator = 0.2
compound 3 @ GPR151 activ = -0.5

Carrying on:
item	SMILES	FBW7 activator	MITF inh	GPR151 activ	TEAD-YAP block
13	O=C(/C=C/c1ccc(Cl)cc1)Nc1nn[nH]n1	-0.1	4	1.7	-1
14	O=C(Nc1cccc(O)c1)c1ccc(Oc2ccccc2)cc1	0.0	-1	-0.3	93*
15	COc1ccc(NC(=O)CC2(CC3=NS(=O)(=O)c4ccccc4N3)CCCC2)c(OC)c1	-0.1	15	1.8	2
16	CCOc1cccc(C(=O)NC(=S)Nc2ccc(OC)cc2[N+](=O)[O-])c1	-0.1	31	-0.8	7
17	CNC(=O)N(O)C1N(C)C(=O)N(CCC2=CCCCC2)C1(C)C (stereo unspecified)	-0.2	0	0.2	8
18	Cc1ccc2c(c1)C(N1CCN(C)CC1)=Nc1cccnc1N2	0.1	21	-2.0	20
19	CCSc1ccsc1C1C(C#N)=C(N)N(c2cccnc2)C2=C1C(=O)CCC2 (stereo unspecified)	0.2	4	2.1	-13
20	Cc1ccc(Cn2c(=O)c3cccnc3n(CC(=O)Nc3ccc(F)cc3)c2=O)cc1	-0.2	1	2.0	-4
21	CC(C)N(C(C)C)S(=O)(=O)c1ccc(NN)nc1	0.1	12	-1.2	3
22	Cn1c(=O)n(CC(=O)NCc2ccccc2)c2cccnc21	0.2	11	-1.0	-11
23	CCOC(=O)c1ccc(NC(=O)c2c(NCc3cccc(OC)c3OC)sc3c2CCC3)cc1	0.1	-7	0.7	8
24	Cc1cccc(-n2nc3c(c2NC(=O)c2cc(Br)ccc2Cl)CS(=O)(=O)C3)c1C	0.6	18	-1.6	2

(listing goes on)
item	SMILES	FBW7 activator	MITF inh	GPR151 activ	TEAD-YAP block
25	CC(C)c1ccc(N(CC(=O)Nc2ccc(F)c(Cl)c2)S(C)(=O)=O)cc1	0.4	7	-2.4	2
26	Cc1ccc(OCCCNC(C)(C)C)cc1	-0.1	-1	-0.2	-6
27	Cc1cccc(N(C)S(=O)(=O)c2ccc3[nH]cc(C(=O)N(C)Cc4ccccc4)c(=O)c3c2)c1	-0.3	-11	1.1	24
28	Nc1ccccc1Oc1nc(N2CCOCC2)nc(N2CCOCC2)n1	0.1	6	-0.6	-4
29	COc1ccc(S(=O)(=O)Nc2ccccc2C(F)(F)F)cc1	0.0	-1	0.2	-8
30	O=C(CSc1nc2c(c(=O)n1-c1ccccc1)SCC2)N1CCC(Cc2ccccc2)CC1	-0.5	-8	0.5	-2
31	CCCCCCSc1nc2c(c(=O)[nH]c(=O)n2C)n1C	0.3	6	-0.5	-1
32	CN1C(=O)N(CC(=O)Nc2cccc(I)c2)C(=O)C12CCCCC2	0.1	9	-0.8	-8
33	CC(C)N(CCNc1nc(Cl)nc2c1ncn2C1CCCCC1)C(C)C	0.2	0	0.6	-5
34	c1csc(CNc2ccc3ncc(-c4ccc5c(c4)OCO5)n3n2)c1	-0.4	-11	-0.2	24
35	Cc1sc2ncnc(SCC(=O)N(C)Cc3ccccc3)c2c1C	-0.1	-14	1.5	-3
36	COc1ccc(NC(=O)Cn2c(-c3ccccc3F)nc3ccccc3c2=O)cc1Cl	0.1	6	1.0	11

Next structures
item	SMILES	FBW7 activator	MITF inh	GPR151 activ	TEAD-YAP block
37	COc1ccc(N2C(=O)CN(Cc3sccc3C)C2=S)cc1	0.3	-1	1.6	-8
38	Cc1ccc(C(=O)NCCSC(C)(C)C)cc1S(=O)(=O)Nc1ccccc1	0.7	15	-0.7	9
39	COc1ccc(C)cc1NC(=O)COc1ccc(S(=O)(=O)NCC(C)C)cc1	-0.1	8	0.5	-3
40	COc1c(C)cccc1C(=O)NC12CC3CC(CC(C3)C1)C2	-0.1	-8	-0.4	-5
41	O=C(Cn1cnc2ccccc2c1=O)N1CCOc2ccc(CN3CCOCC3)cc2C1	0.0	19	-1.3	2
42	COc1ccccc1CNC(=O)Cn1nc(C(F)(F)F)cc1C	0.0	8	0.2	13
43	CCCCCOc1ccc(C2Nc3ccccc3NC3=C2C(=O)CC(C)(C)C3)cc1 (stereo unspecified)	-0.1	-7	-1.7	12
44	Cc1ccccc1NC(=O)c1cc2c(=O)n3ccccc3nc2n(CCc2ccccc2)c1=N	0.0	3	0.5	-1
45	CCC(=O)Nc1ccc(C(=O)n2nnc3ccccc32)cc1	0.7	11	-0.1	14
46	COc1ccc(C)c2sc(NC(=O)Cc3ccccc3)nc12	0.1	-10	0.1	8
47	O=C(Nc1ccc(Br)cc1)C(=S)NC1CCCC1	0.0	5	-1.7	-75
48	N#CCCN(C(=O)Nc1ccc(Cl)cc1)c1ccccc1	-0.1	-5	1.7	7

Next section:
item	SMILES	FBW7 activator	MITF inh	GPR151 activ	TEAD-YAP block
49	CN(CC(=O)NC12CC3CC(CC(C3)C1)C2)S(=O)(=O)c1ccc(Br)cc1	0.7	15	-0.8	-7
50	COc1ccc(S(=O)(=O)Nc2ccc(OC)c(OC)c2)cc1Cl	-0.3	-2	1.8	38*
51	COc1ccccc1N(CC(=O)NC(C)(C)C)S(C)(=O)=O	0.2	-2	2.9	-7
52	Cc1cc2c(cc1[N+](=O)[O-])-c1ncccc1C2=O	-0.5	9	0.2	-8
53	CCCCC(=O)Nc1ccc(-c2cn3nc(OC)ccc3n2)cc1	1.1	-22	-0.6	-43
54	CC(C)n1cnc2c(NCCc3ccc(O)cc3)nc(Nc3cnccn3)nc21	0.3	18	0.0	36*
55	CC1CCCN(c2ncnc3c2c(-c2ccccc2)cn3-c2cccc(C(F)(F)F)c2)C1 (stereo unspecified)	0.1	-1	1.0	-1
56	CC(=O)Nc1cc(NC(=O)CSc2nnc(C)c(=O)[nH]2)ccc1C	0.3	-1	0.7	5
57	O=C1CCCN1CCn1cnc2c(Nc3ccccc3)nc(Nc3ccccn3)nc21	0.4	5	-0.4	9
58	O=C(Nc1nc2ccc([N+](=O)[O-])cc2s1)c1ccc(C(=O)c2ccccc2)cc1	0.0	7	-0.5	-4
59	Cc1ccc(CN2CCC(N3CCC(C(=O)NCCc4ccccc4)CC3)CC2)o1	0.2	4	-0.2	23
60	CC(=O)CC(=O)Nc1ccc(Cl)cc1C	0.0	-14	0.0	-3

Part of the list above in a different format:
50. COc1ccc(S(=O)(=O)Nc2ccc(OC)c(OC)c2)cc1Cl
51. COc1ccccc1N(CC(=O)NC(C)(C)C)S(C)(=O)=O

| compound no. | 50 | 51 |
| --- | --- | --- |
| FBW7 activator | -0.3 | 0.2 |
| MITF inh | -2 | -2 |
| GPR151 activ | 1.8 | 2.9 |
| TEAD-YAP block | 38* | -7 |

(continued)
item	SMILES	FBW7 activator	MITF inh	GPR151 activ	TEAD-YAP block
61	C=CCOc1ccc(/C=N/NC(=O)CO)cc1	0.1	-5	1.2	25
62	COc1ccc(N(CC(=O)NC2CCCC2)S(=O)(=O)c2c(C)noc2C)cc1	-0.1	-79	1.6	-3
63	Cc1sc(NC(=O)c2ccco2)c(CN2CCC(Cc3ccccc3)CC2)c1C	0.0	-18	-1.3	-9
64	COc1ccc(CN2CCCCC2c2cccnc2)cc1OC (stereo unspecified)	0.0	7	0.5	-2
65	Cc1nc(SCC(=O)Nc2ccc(Br)cc2)c(C#N)c2c1CCCC2	0.3	10	1.4	-1
66	CC(C)CCNC(=O)CN1C(=O)c2ccccc2S1(=O)=O	0.1	-5	-1.1	-2
67	O=C(NCCc1ccccc1)C1CC12CCN(C(=O)CCOc1ccccc1)CC2 (stereo unspecified)	0.1	-12	-1.5	-52
68	CCOC(=O)N1CCN(C(=O)CCN2C(=O)c3ccccc3C2=O)CC1	0.0	20	0.3	-5
69	CCCNC(=O)c1ccc2c(c1)C(=O)N(CCC)C2O (stereo unspecified)	0.2	-3	1.6	-4
70	CCCC(=O)Nc1ccc(NC(=O)c2ccc(Br)cc2)cc1	0.0	6	1.3	1
71	CC(C)N1CCN(Cc2ccc3cccc(F)c3n2)CC1CCO (stereo unspecified)	-0.1	-3	0.5	7
72	COC(=O)[C@@H]1CCCN1C(=O)Cc1ccc(N2CCC(NCc3cccnc3)CC2)cc1	-0.1	3	-0.7	3

Given with two lines to a compound: part of the list above.
Below each compound: FBW7 activator	MITF inh	GPR151 activ	TEAD-YAP block
26	Cc1ccc(OCCCNC(C)(C)C)cc1
 : -0.1	-1	-0.2	-6
20	Cc1ccc(Cn2c(=O)c3cccnc3n(CC(=O)Nc3ccc(F)cc3)c2=O)cc1
 : -0.2	1	2.0	-4
70	CCCC(=O)Nc1ccc(NC(=O)c2ccc(Br)cc2)cc1
 : 0.0	6	1.3	1
60	CC(=O)CC(=O)Nc1ccc(Cl)cc1C
 : 0.0	-14	0.0	-3

(cont.)
item	SMILES	FBW7 activator	MITF inh	GPR151 activ	TEAD-YAP block
73	CC(=O)c1cccc(OCC(O)CNCC2COc3ccccc3O2)c1 (stereo unspecified)	0.6	50	-0.5	4
74	O=C1c2ccc(Oc3ccc4c(c3)C(=O)N(c3cccnc3)C4=O)cc2C(=O)N1c1cccnc1	0.0	6	0.0	0
75	CCOC(=O)c1c(C(F)(F)F)nc2n1CCN(C(=O)c1n[nH]c3c1CC(C)CC3)C2 (stereo unspecified)	-0.1	-19	-0.9	1
76	COC(=O)c1ccc(C2Nc3ccccc3-c3nnc(SC)nc3O2)cc1 (stereo unspecified)	0.1	0	0.6	-4
77	CCCCN(C)C(=O)c1nc2ccccn2c1CN(CC)Cc1ccncc1	-0.1	4	1.7	14
78	N#Cc1c(NC(=O)CN2C(=O)c3ccccc3C2=O)oc(-c2ccccc2)c1-c1ccccc1	0.0	-8	1.1	7
79	CCC(C)NC(=O)c1oc2ccc(S(=O)(=O)N3CCC4(CC3)OCCO4)cc2c1C (stereo unspecified)	-0.1	-8	0.3	3
80	NC1=NC(=O)C(CC(=O)OCc2ccc(Br)cc2)S1 (stereo unspecified)	0.0	0	0.3	-4

Single records, as listed above. Values in the order: FBW7 activator	MITF inh	GPR151 activ	TEAD-YAP block
CCOC(=O)c1c(C(F)(F)F)nc2n1CCN(C(=O)c1n[nH]c3c1CC(C)CC3)C2 (stereo unspecified) across the screens: -0.1	-19	-0.9	1
CCCCN(C)C(=O)c1nc2ccccn2c1CN(CC)Cc1ccncc1 across the screens: -0.1	4	1.7	14
